# Assay outcomes as filed in PubChem BioAssay.
# ANO1 block: mouse TMEM16A channel inhibition, primary screen; normalized B-score (activity score, 25-100; higher = stronger inhibition) at 10 µM; hit rate 1.2% among 310,000; HEK293 TMEM16A/YFP iodide influx fluorescence, ionomycin;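 active = ratio plate-corrected score three or more library SD toward inhibition, starting fluorescence score within five deviations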;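 note: score derived from kinetic fluorescence span divided by baseline fluorescence per well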
# MrgX1 allo act: human MrgX1 positive allosteric modulation, primary screen. MrgX1-HEK293, Fluo-4 calcium flux, FDSS; stronger effect = higher value. B-score at 10 µM. hit rate 0.63% among 310,000. AID 588675;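 active = plate-corrected calcium response at least 3 library SD above typical, normal starting fluorescence, not activating the receptor alone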;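 note: compound read alongside a low EC10 to EC30 dose of BAM8-22 agonist; peak minus trough fluorescence over baseline measured at the second addition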
# Target sequence (Q96LB2 whole entry, looked up): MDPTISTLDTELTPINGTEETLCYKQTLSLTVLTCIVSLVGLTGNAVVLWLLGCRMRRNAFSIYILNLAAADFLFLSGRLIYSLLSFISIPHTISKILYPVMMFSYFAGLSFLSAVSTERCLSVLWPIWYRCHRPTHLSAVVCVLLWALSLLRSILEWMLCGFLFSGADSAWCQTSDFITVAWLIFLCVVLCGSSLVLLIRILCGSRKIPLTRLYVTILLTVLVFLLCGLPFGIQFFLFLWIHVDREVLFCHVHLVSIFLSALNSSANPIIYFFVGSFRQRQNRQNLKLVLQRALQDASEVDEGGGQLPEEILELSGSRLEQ
# MrgX1 agonist: agonists of human MrgX1 receptor; Q96LB2; MrgX1-HEK293 cells, Fluo-4 calcium fluorescence, agonist mode; stronger effect = higher value; B-score at 10 µM; hit rate 0.44% among 310,000; AID 588627;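 active = calcium response B-score plate-corrected fluorescence ratio at least 3 library SD, with starting fluorescence B-score inside 5 SD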
#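 Test system: HEK293 cells stably expressing human MrgX1 receptor; amount: 15,000 cells per well; doses: compound delivered in addition one of three; times: overnight plating before 1 h dye loading; detection: Fluo-4 NW calcium-flux fluorescence, kinetic read; read-out basis: B-scored fluorescence response ratio; controls: positive and negative controls per plate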
# SKKanGAS inh: SKKanGAS growth inhibition. S. pyogenes SKKanGAS, kanamycin growth, BacTiter-Glo, 6 h. inhibition, % at 7.5 µM. hit rate 1.3% among 300,000. AID 1662;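 active = mean replicate score, as percent of positive control median, at least 50; inconclusive = mean below 50 but one replicate at or above 50; inactive = mean and every replicate below 50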;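 note: strain carries kanamycin resistance gene driven by streptokinase promoter and grows in 40 µg/ml kanamycin; loss of luminescence reflects streptokinase promoter inhibition or plain growth inhibition; 0% = median of DMSO wells and 100% = positive control at its reference dose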
# TRPC6 inhibitor: mouse TRPC6 channel inhibition. Q61143. B-score at 10 µM. HEK293-TRPC6, membrane potential dye, ACh-evoked depolarization; stronger effect = lower value. hit rate 1.1% among 310,000;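 active = B-score under library mean minus 3 SD, initial fluorescence not abnormally high, positive integrated signal ratio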;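 note: B-score derived from integrated fluorescence ratio over the kinetic read; more negative B-score means stronger inhibition of depolarization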
# ANO1 activ: activates or potentiates the mouse TMEM16A chloride channel; Q8BHY3; HEK293 TMEM16A/YFP-H148Q/I152L, iodide quench fluorescence; stronger effect = lower value; B-score at 10 µM; hit rate 0.3% among 340,000; AID 623877;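 active = fluorescence-ratio B-score plate-corrected deviation score at least 3 library SD below zero, with starting fluorescence score within 5 deviations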;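 note: channel opened by trigger with iodide after compound preincubation; score built on the fluorescence ratio of max minus min over baseline; more negative score means more quench and so TMEM16A activation or potentiation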
# TRPC6 activator: mouse TRPC6 channel activation; B-score at 10 µM; Q61143; hit rate 0.13% among 310,000; HEK293-TRPC6 membrane potential dye fluorescence; stronger effect = higher value;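 active = B-score of the integrated fluorescence ratio above library mean plus 3 SD, and starting fluorescence ratio within library mean plus 5 SD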;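 note: higher score means more depolarization so channel activation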
# MrgX1 antagonist: antagonists of human MrgX1 receptor. Q96LB2. MRGX1-HEK293 calcium flux, Fluo-4, BAM8-22 antagonism; stronger effect = lower value. B-score at 10 µM. hit rate 1.3% among 310,000. AID 588676;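 active = calcium-response B-score plate-corrected more than 3 library SD below zero, starting fluorescence within 5 deviations, no agonist response on first addition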;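 note: peak minus trough fluorescence over baseline after final BAM8-22 challenge near maximal dose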
# HDAC3 inh: inhibitors of human histone deacetylase 3; inhibition, % at 8.3 µM; AID 2718; recombinant HDAC3, fluorogenic peptide/trypsin coupled, fluorescence; hit rate 0.15% among 320,000; O15379; in the data active = inhibition above about 26%, passing the limit was not always enough; inconclusive = no clear call, values can overlap the other calls
# Target sequence (O15379 whole entry, looked up): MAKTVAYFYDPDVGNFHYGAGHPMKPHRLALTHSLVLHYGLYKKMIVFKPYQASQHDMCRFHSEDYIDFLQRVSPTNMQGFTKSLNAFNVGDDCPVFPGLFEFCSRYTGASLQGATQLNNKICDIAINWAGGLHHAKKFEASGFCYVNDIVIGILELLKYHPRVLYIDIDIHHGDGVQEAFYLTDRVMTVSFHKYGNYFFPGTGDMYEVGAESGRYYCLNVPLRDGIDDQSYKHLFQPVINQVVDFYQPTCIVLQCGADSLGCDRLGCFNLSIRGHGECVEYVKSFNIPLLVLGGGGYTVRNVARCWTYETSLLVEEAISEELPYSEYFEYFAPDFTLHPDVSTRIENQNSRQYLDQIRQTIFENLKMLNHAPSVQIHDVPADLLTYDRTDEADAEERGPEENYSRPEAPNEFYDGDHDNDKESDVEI
# RGS4 inh: inhibitors of human RGS4; P49798; HEK293 M3R/RGS4 inducible, Fluo-4 calcium flux; stronger effect = higher value; triggered by carbachol at its EC20; hit rate 0.45% among 310,000; B-score at 10 µM;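 active = B-score, a plate-corrected calcium signal, over three deviations above library mean, with baseline fluorescence within five deviations of library mean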;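 note: RGS4 expression induced by doxycycline in cells with stable M3 receptor; B-score is computed from the integrated fluorescence ratio over baseline after carbachol; higher B-score means a larger calcium signal and so more RGS4 inhibition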
# Target sequence (P49798 whole entry, looked up): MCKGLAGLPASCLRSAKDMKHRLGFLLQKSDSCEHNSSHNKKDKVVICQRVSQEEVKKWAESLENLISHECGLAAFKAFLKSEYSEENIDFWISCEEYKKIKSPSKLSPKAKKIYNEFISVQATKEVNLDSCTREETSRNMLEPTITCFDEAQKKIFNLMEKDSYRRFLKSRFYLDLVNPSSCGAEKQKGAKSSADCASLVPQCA
# RGS4 act: potentiators or activators of RGS4; AID 463111; HEK293 M3R/inducible RGS4, carbachol calcium flux Fluo4; stronger effect = lower value; B-score at 10 µM; hit rate 0.92% among 310,000;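 active = B-score of the integrated calcium signal more than 4 SD below the library mean, with starting fluorescence not abnormally high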;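 note: negative B-score means reduced calcium response which marks RGS4 activation or potentiation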
#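 System – HEK293 FlpIn-TREx cells, stable M3R, doxycycline-inducible RGS4 · Reagent – ECmax carbachol challenge · Times – compound preincubation 20 min at room temperature before agonist · Technique – Fluo4 fluorescence kinetic imaging of calcium · Measure – B score of integrated Fluo4 ratio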
# The depositor's hits bear a star; i = inactive; ? = inconclusive; · = no result given.
SMILES	ANO1 block	MrgX1 allo act	MrgX1 agonist	SKKanGAS inh	TRPC6 inhibitor	ANO1 activ	TRPC6 activator	MrgX1 antagonist	HDAC3 inh	RGS4 inh	RGS4 act
COc1ccc(-n2nc(C(=O)NCc3ccco3)c3ccccc3c2=O)cc1	i	i	i	-10.3	i	i	i	i	0.8	i	i
Cc1cccc(OCc2nnc(SCC(=O)N3CCCC3)n2C)c1	i	i	i	-7.6	i	i	i	i	-5.7	i	i
C=CCc1cc(/C=N/NC(=O)CSc2nnc(CCCc3ccc(OC)cc3)o2)cc(OC)c1O	i	i	i	1.1	i	i	i	i	1.0	i	i
O=C(O)CCc1ccc(-c2cccs2)n1NC(=O)c1ccc(Cl)cc1	i	i	i	-4.8	i	i	i	i	-4.7	i	i
COc1cccc(O)c1CN1CCC(n2nccc2NC(=O)c2ccc3c(c2)OCO3)CC1	i	i	i	11.0	i	i	i	i	-1.2	i	i
CC(=O)c1cc2c(cc1NC(=O)c1ccc(C)cc1)OCCO2	i	i	i	-3.1	i	i	i	i	-7.5	i	i
Cc1ccc(NC2=C(C(=O)c3ccccc3)N(C)S(=O)(=O)c3ccccc32)cc1	i	i	i	10.7	i	i	i	i	?	i	i
Cc1cccc(CCNC(=O)C2CCC(=O)N(Cc3ccccc3F)C2)n1 (centres undefined)	i	i	i	2.0	i	i	i	i	3.6	i	i
COC(=O)c1ccccc1NC(=O)c1cc(OC)cc(OC)c1	i	i	i	-9.6	i	i	i	i	7.8	i	i
Cc1ccc2cc3cc(C(=O)NCCCN4CCc5ccccc5C4)oc3nc2c1	i	i	i	22.2	i	i	i	i	-30.2	i	i
CCc1ccc(N(C(=O)Cn2nnc(-c3ccccc3)n2)C(C(=O)NC2CCCCC2)c2ccccn2)cc1 (centres undefined)	i	i	i	15.5	i	i	i	i	2.1	i	i
COCC(C)n1c(C)cc(C(=O)COC(=O)c2c(C)nn(-c3ccccc3)c2C)c1C (centres undefined)	i	i	i	5.0	i	i	i	i	7.6	i	i
COc1ccc(S(=O)(=O)N(C)CC(=O)Nc2ccc(C(F)(F)F)cc2)cc1Cl	i	i	i	1.9	i	i	i	i	2.6	i	i
CCN(c1ccccc1)S(=O)(=O)c1ccc(C(=O)N(C)CCc2ccc(OC)c(OC)c2)cc1	i	i	i	-0.5	i	i	i	i	-0.3	i	i
CCN(CC)P(=O)(/C(Cl)=C\Nc1c(C)n(C)n(-c2ccccc2)c1=O)N(CC)CC	i	i	i	2.4	i	i	i	i	-1.6	i	i
C/C=C/C=C\C(=O)Nc1cccc(C2=NOC3(C2)C[C@@H](C(N)=O)N(C(=O)c2cc([N+](=O)[O-])cc([N+](=O)[O-])c2C)C3)c1 (some centres undefined)	i	i	i	8.3	i	i	i	i	7.4	i	i
Clc1ccc(-c2cc(CN3CCOCC3)no2)cc1	i	i	i	-4.0	i	i	i	i	2.3	i	i
CC1CC(C)CN(c2ncc3c(n2)CC(c2ccc(Cl)cc2)CC3=O)C1 (centres undefined)	i	i	i	12.2	i	i	i	i	2.5	i	i
CCN1CCN(C(=O)c2nn(-c3ccc(C)cc3)c(=O)c3c2c2ccccc2n3C)CC1	i	i	i	1.8	i	i	i	i	-5.5	i	i
O=C(COC(=O)c1ccc(S(=O)(=O)N2CCOCC2)cc1)NC1CCCC1	i	i	i	1.7	i	·	i	i	2.8	i	i
CN1CCN(CC(=O)Nc2ccccc2[N+](=O)[O-])CC1	i	i	i	2.2	i	i	i	i	0.0	i	i
CCCc1[nH]nc2c1C(C1CC=CCC1)C(C#N)=C(N)O2 (centres undefined)	i	i	i	-6.9	i	i	i	i	0.6	i	i
CCCCC(=O)N(Cc1ccc(F)cc1)C1CCS(=O)(=O)C1 (centres undefined)	i	i	i	2.4	i	i	i	i	-3.4	i	i
NC(=O)CSc1nnc(Cc2cccs2)n1C1CCCCC1	i	i	i	·	i	i	i	i	0.5	i	i
CCC(=O)Nc1ccc(NC(=O)c2ccccn2)cn1	i	i	i	2.7	i	i	i	i	3.9	i	i
CN(C)/C=N/c1c(C#N)nnn1Cc1ccccc1	i	i	i	-0.3	i	i	i	i	1.4	i	i
O=C(Nc1ccc2oc(-c3ccccc3)nc2c1)c1ccco1	i	i	i	-14.6	i	i	i	i	-3.2	i	i
COc1ccc(NC(=S)NN2CCN(C)CC2)cc1	i	i	i	-9.7	i	i	i	i	-1.1	i	i
O=C(CSc1nc(C(F)(F)F)cc(=O)[nH]1)NCC1CCCO1 (centres undefined)	i	i	i	48.2	i	i	i	i	6.2	i	i
CCC(C(=O)NC1CCCCC1)n1nc(C)c2c(C)n(-c3ccccc3)nc2c1=O (centres undefined)	i	i	i	-3.0	i	i	i	i	-1.6	i	i
COc1ccc(CN(CC2CCC(C(=O)O)CC2)C(=S)Nc2ccc(C)c(Cl)c2)cc1 (centres undefined)	i	i	i	-7.0	i	i	i	i	8.6	i	i
COc1ccc(Cl)cc1C(=O)NNC(=O)c1nc2nc(C)cc(C)n2n1	i	i	i	0.7	i	i	i	i	-3.7	i	i
O=C(OCc1ccccc1Cl)C1CC(=O)N(Cc2ccco2)C1 (centres undefined)	i	i	i	-0.6	i	i	i	i	2.4	i	i
Cc1nn(C2CCS(=O)(=O)C2)c(Cl)c1/C=C/C(=O)OCC(=O)c1cc(C)n(-c2ccc(F)cc2)c1C (centres undefined)	i	i	i	12.7	i	i	i	i	-6.3	i	i
O=C(OCC#CCSc1nc2ccccc2s1)c1ccco1	i	i	i	-1.9	i	i	i	i	12.9	i	i
CCCCN1CCN=C1Nc1ccccc1	i	i	i	-2.5	i	i	i	i	7.5	i	i
Cc1nc(C(=O)NNC(=O)Nc2ccc(Cl)cc2)cs1	i	i	i	3.5	i	i	i	i	1.1	i	i
O=C(O)CCCC[C@@H]1SC[C@@H]2NC(=O)N[C@@H]21	i	i	i	4.3	i	i	i	i	9.6	i	i
COc1ccc(NC(=O)C2CCCN2C(=O)Nc2ccccc2)cc1OC (centres undefined)	i	i	i	-2.6	i	i	i	i	0.1	i	i
Cc1ccc(C2CC2c2n[nH]c(=S)n2-c2ccc(Cl)cc2)cc1 (centres undefined)	i	i	i	3.5	i	i	i	i	1.0	i	i
COC(=O)NC1CCC(CC2CCC(NC(=O)OC)CC2)CC1 (centres undefined)	i	i	i	5.7	i	i	i	i	1.2	i	i
Cc1cc(N2CCC(C(=O)NCC3CC3)CC2)nc(-c2ccccc2)n1	i	i	i	-2.2	i	i	i	i	5.1	i	i
COc1cccc(OCCOc2ccccc2OC(C)C)c1	i	i	i	10.2	i	i	i	i	5.3	i	i
Cc1cc(=O)oc2ccc(OCC(=O)NCc3ccco3)cc12	i	i	i	2.1	i	i	i	i	-4.0	i	i
Cc1ccc(CC2C(=O)N(c3ccccc3)C(=O)C2C)cc1 (centres undefined)	i	i	i	-7.8	i	i	i	i	2.2	i	i
CC(C)[C@H](NC(=O)OC(C)(C)C)C(=O)NCC1CCC(C(=O)N[C@@H](Cc2ccccc2)C(=O)O)CC1 (some centres undefined)	i	i	i	2.2	i	i	i	i	2.9	i	i
Cc1nn(-c2ccc(Cl)nn2)c(=O)c2ccccc12	i	13.9*	i	-1.2	i	i	i	i	5.1	i	i
NS(=O)(=O)c1cccc2c1c([N+](=O)[O-])cc1nc(O)c(O)nc12	i	i	i	·	·	i	·	i	1.6	·	·
COc1ccccc1CNC(=O)c1ccc(-c2ccccc2)cc1	i	i	i	-15.0	i	i	i	i	-8.1	i	i
COc1nccnc1NS(=O)(=O)c1ccc(NS(=O)(=O)c2ccc(NC(C)=O)cc2)cc1	i	i	i	-2.0	i	i	i	i	-4.5	i	i

# Next records:
SMILES	ANO1 block	MrgX1 allo act	MrgX1 agonist	SKKanGAS inh	TRPC6 inhibitor	ANO1 activ	TRPC6 activator	MrgX1 antagonist	HDAC3 inh	RGS4 inh	RGS4 act
COc1ccc(C(=O)N/N=C/c2ccc(OC)c(COc3ccc(F)cc3)c2)cc1	i	i	i	14.1	i	i	i	i	0.7	i	i
CCCSC1=C(C#N)C(c2ccccc2C)CC(=O)N1 (centres undefined)	i	i	i	-1.2	i	i	i	i	10.0	i	i
CCN(C(=O)COC(=O)c1ccc(Cl)c(N)c1)C1CCS(=O)(=O)C1 (centres undefined)	i	i	i	-18.9	i	i	i	i	-0.1	i	i
CNC(=O)[C@@H]1C[C@H]1[C@@H](NC(=O)OCc1ccccc1)c1ccccc1	i	i	i	0.0	i	i	i	i	-6.3	i	i
Cc1ccc(OCCn2cc(/C=N/NC(=O)c3ccncc3)c3ccccc32)cc1	i	i	i	6.3	i	i	i	i	2.1	i	i
CCOc1ccccc1CNC(CC)CO (centres undefined)	i	i	i	-5.4	i	i	i	i	3.6	i	i
CN(C)S(=O)(=O)Nc1cccc(Br)c1	i	i	i	-6.9	i	i	i	i	5.2	i	i
Cc1ccc(/C=C/C(=O)N2CC(C)CC(C)C2)o1 (centres undefined)	i	i	i	-1.3	i	i	i	i	4.8	19.1*	i
C#CCNC(=O)C1=C[C@H](c2ccc(Br)cc2)C[C@H](OCc2ccc(CO)cc2)O1	i	i	i	5.9	i	i	i	i	-0.5	i	i
CCc1ccc(S(=O)(=O)/N=C2/C=C(Sc3ncn[nH]3)C(=O)c3ccccc32)cc1	i	6.97*	i	·	·	i	·	i	9.8	·	·
O=C(CCCc1ccccc1)Nc1ccc(S(=O)(=O)N2CCOCC2)cc1	i	i	i	5.1	i	i	i	i	-2.6	i	i
C[C@H](CO)NC(=O)[C@H](C)[C@H]1C[C@]1(C)[C@H](NC(=O)OCc1ccccc1)c1ccccc1	i	i	i	4.7	i	i	i	i	-1.2	i	i
CCN(CCO)C(=O)C(c1ccccc1)c1ccccc1	i	i	i	-0.2	i	i	i	i	-3.4	i	i
CC(CN1CCOCC1)OC(=O)c1ccc2c(c1)OCCO2 (centres undefined)	i	i	i	2.6	i	i	i	i	2.0	i	i
CCc1ccc(NC(=O)CS(=O)CC(=O)Nc2ccc(-n3cnnn3)c(C)c2)cc1 (centres undefined)	i	i	i	-1.6	i	i	i	i	-4.9	i	i
COc1ccc(OC)c(CNC(=O)COc2cc(=O)n(C)c3ccccc23)c1	i	i	i	1.0	i	i	i	i	-2.7	i	i
